# FID counter = compounds displacing fluorescent DNA intercalator, primary screen, artefact control for HCV NS3 helicase inhibitor project, biochemical, FID fluorescence | DNA fluorescent intercalator displacement | inhibition, % at 7.9 µM | 290,000 compounds, 0.17% hits; in the data active = inhibition above about 37%;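 note: 0% = vehicle and 100% = reference compound; higher means more ethidium bromide displaced from hairpin DNA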
# HCV NS3 hel inh = inhibitors of HCV NS3 helicase, primary screen, biochemical, Cy5 molecular beacon fluorescence; inhibition, % at 10.9 µM; NS3 helicase DNA unwinding; 290,000 compounds, 0.56% hits; Hepatitis C virus NS3 helicase;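 active = inhibition above the mean of all tested compounds plus 3 SD, set per campaign, cut at about 35% in these data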;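 note: 0% = DMSO wells and 100% = thioflavine S control wells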
#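 System: HCV NS3 helicase fragment; control set: DMSO and thioflavine S; technique: Cy5 fluorescence at 0 and 60 min, beacon hairpin quenching; reagent: beacon DNA duplex substrate plus ATP; replicates: singlicate; schedule: 1 h reaction at 25 °C, ATP-initiated; medium: MOPS buffer pH 6.5 with MgCl2, DTT, Tween20, BSA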
# PHOSPHO1 block = PubChem AID 1565. recombinant PHOSPHO1, absorbance phosphatase assay. inhibition, % at 13.3 µM. 290,000 compounds, 1.1% hits. Phosphoethanolamine/phosphocholine phosphatase (Homo sapiens), Q8TCT1; in the data active = inhibition above about 60%
# V1aR counter = agonists of human V1a receptor, primary screen, counter-screen for OXTR agonist project, fluorescence, CHO-V1R cells; Vasopressin V1a receptor (Homo sapiens), P37288; Fluo-8 calcium fluorescence, agonist mode; 0% DMSO, 100% 3 nM vasopressin; activation, % at 3 µM; 320,000 compounds, 0.25% hits; AID 2797, 2010;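 active = activation above the mean activation of all tested compounds plus 3 SD, per screening run, cut at about 20% in these data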;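 note: signal is peak over basal fluorescence ratio across a 100 second FLIPR read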
# OXTR ag = human OXTR agonists, primary screen, fluorescence, CHO-OTR cells, Fluo-8 calcium; Fluo-8 calcium fluorescence; normalized: DMSO 0%, oxytocin 100%; activation, % at 3 µM; AID 2435, 2010; 320,000 compounds, 0.32% hits; Oxytocin receptor (Homo sapiens), P30559;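 active = activation above the mean of all tested compounds plus 3 SD, cutoff set per screening run, cut at about 20% in these data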;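 note: peak over basal fluorescence ratio from a 100 s FLIPR kinetic read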
# Target sequence (P30559 whole entry, looked up): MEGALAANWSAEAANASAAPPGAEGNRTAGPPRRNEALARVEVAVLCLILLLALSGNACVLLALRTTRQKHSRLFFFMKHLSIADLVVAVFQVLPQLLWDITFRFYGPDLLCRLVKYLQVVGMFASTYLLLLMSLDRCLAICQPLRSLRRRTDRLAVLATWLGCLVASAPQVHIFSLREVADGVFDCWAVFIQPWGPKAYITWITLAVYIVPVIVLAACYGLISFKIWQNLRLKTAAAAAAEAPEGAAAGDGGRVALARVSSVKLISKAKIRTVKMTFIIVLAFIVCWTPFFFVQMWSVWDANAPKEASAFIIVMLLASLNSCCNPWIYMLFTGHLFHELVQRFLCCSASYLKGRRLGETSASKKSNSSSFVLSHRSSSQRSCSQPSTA
# GalR3 antag = GalR3 antagonists in HEK293 cells, primary screen, cell-based, fluorescence readout; AID 651719, 2012; 360,000 compounds, 0.44% hits; inhibition, % at 3 µM; HEK293 GalR3-CNG cAMP membrane potential fluorescence; galR3 body fused to GalR1 C-terminus; Galanin receptor type 3 (Homo sapiens), O60755;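 active = inhibition above the screen-wide average plus 3 SD, cut at about 13% in these data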;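 note: forskolin and galanin both at EC90 stimulate the cells; cAMP rise reported by CNG channel membrane potential dye signal; 0% = forskolin plus galanin with DMSO and 100% = forskolin alone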
# Target sequence (O60755 1-299 limits assumed): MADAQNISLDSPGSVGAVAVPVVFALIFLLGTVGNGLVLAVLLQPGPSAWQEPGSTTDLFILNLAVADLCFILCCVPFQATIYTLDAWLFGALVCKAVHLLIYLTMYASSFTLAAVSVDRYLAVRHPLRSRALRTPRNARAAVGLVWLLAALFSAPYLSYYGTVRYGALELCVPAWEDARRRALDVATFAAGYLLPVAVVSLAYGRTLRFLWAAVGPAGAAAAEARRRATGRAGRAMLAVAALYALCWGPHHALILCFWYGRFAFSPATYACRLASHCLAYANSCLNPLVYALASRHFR
# GPR7 antag = GPR7 receptor antagonists, primary screen, cell-based, fluorescence, single concentration; Neuropeptides B/W receptor type 1 (Homo sapiens), P48145; GPR7-expressing cells, fluorescence antagonist assay; inhibition, % at 4.4 µM; 290,000 compounds, 1.1% hits; in the data active = inhibition above about 16%, passing the limit was not always enough;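 note: cells stimulated with the agonist NPW; 0% = agonist with vehicle and 100% = vehicle without agonist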
# Target sequence (P48145 whole entry, looked up): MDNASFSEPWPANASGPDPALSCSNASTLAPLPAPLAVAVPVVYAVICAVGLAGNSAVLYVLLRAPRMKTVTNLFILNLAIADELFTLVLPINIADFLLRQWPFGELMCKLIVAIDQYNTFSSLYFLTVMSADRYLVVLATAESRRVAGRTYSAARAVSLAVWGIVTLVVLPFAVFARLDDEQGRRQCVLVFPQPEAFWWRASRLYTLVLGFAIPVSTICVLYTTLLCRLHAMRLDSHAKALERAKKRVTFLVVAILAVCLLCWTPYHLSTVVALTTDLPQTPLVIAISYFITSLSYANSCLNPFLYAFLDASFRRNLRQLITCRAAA
# VIM-2 inhibitor = VIM-2 metallo-beta-lactamase inhibitors, primary screen, biochemical, epi-absorbance readout, Pseudomonas aeruginosa enzyme; purified VIM-2, nitrocefin hydrolysis, epi-absorbance fluorescence; inhibition, % at 5.6 µM; 290,000 compounds, 0.89% hits; AID 1527, 2009;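 active = inhibition above the mean of all tested compounds plus 3 SD, cutoff set per screening run, cut at about 7.5% in these data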;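 note: red hydrolysis product quenches plate fluorescence so inhibitors raise well fluorescence; 0% = enzyme with DMSO and 100% = DMSO without enzyme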
# IMP-1 inhibitor = IMP-1 metallo-beta-lactamase inhibitors, primary screen, biochemical, epi-absorbance readout, Pseudomonas aeruginosa enzyme | purified IMP-1, nitrocefin hydrolysis, epi-absorbance fluorescence | AID 1556, 2009 | 290,000 compounds, 0.45% hits | metallo-beta-lactamase IMP-1 (Pseudomonas aeruginosa) | inhibition, % at 5.6 µM;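 active = inhibition above the mean plus 3 SD of all compounds in the same screening run, cut at about 4.5% in these data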;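 note: 0% = IMP-1 with DMSO and 100% = DMSO wells lacking enzyme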
#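 System: Purified IMP-1 | Read-out basis: Percent enzyme inhibition | Controls: IMP-1 with DMSO as 0%, enzyme-free DMSO as 100% | Replicates: One well per compound | Doses: 5.6 µM nominal single concentration | Detection: Epi-absorbance fluorescence, 480 nm excitation, 530 nm emission | Incubation: 25 °C, 15 min preincubation, 25 min reaction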
# * = called active by the depositor; nt = no result given.
SMILES,FID counter,HCV NS3 hel inh,PHOSPHO1 block,V1aR counter,OXTR ag,GalR3 antag,GPR7 antag,VIM-2 inhibitor,IMP-1 inhibitor
O=C(c1cccnc1)C1Cc2ccccc2C1=O (stereo unspecified),-4,-2,22,0.3,0.0,-3,3,1.8,1.1
CC(C/C=N/NC(=O)COc1cc(Cl)ccc1Cl)c1ccccc1 (stereo unspecified),-6,-9,22,0.0,1.4,-3,-4,-4.9,-3.0
Cc1ccc(Nc2cc(C)nc(NCc3ccccc3)n2)cc1,22,-67,-4,13,9.3,-10,11,0.9,-2.3
O=C(N/C(=C/c1cccnc1)C(=O)N1CCOCC1)c1ccccc1Br,-4,-3,-14,1.4,1.1,-2,-8,1.2,0.1
CCOC(=O)CN1CC23C=CC(O2)C(C(=O)NCCc2ccccc2)C3C1=O (stereo unspecified),-9,5,-5,-0.9,-0.8,0,-7,-2.7,-4.9
c1ccc2c(c1)nc(Nc1ccc3c(c1)OCO3)c1nnnn12,-2,-4,45,-1.3,-1.8,-3,-2,-4.6,-2.2
O=C(c1ccco1)N1CCN(C(=O)C2CCN(S(=O)(=O)Cc3ccccc3)CC2)CC1,-10,8,-8,0.8,0.1,5,0,-3.0,0.4
COC(=O)c1ccc(CNC(=O)Cn2nnnc2CN(C)C(C)C)cc1,-3,5,-29,1.0,-0.9,0,7,2.1,-1.2
N#Cc1cnn(-c2ccc(F)cc2)c1N,2,16,3,0.1,1.5,-7,-6,-0.5,-0.8
Cc1nn(CCN)c(C)c1Cl,2,-11,28,0.1,0.0,-2,-3,-5.1,-1.7
CCOc1ccc(S(=O)(=O)N2CCN(S(=O)(=O)c3ccc(OCC)cc3)C(C)C2)cc1 (stereo unspecified),4,-11,-19,0.1,-0.7,-4,7,-3.3,-0.9
CCC(=O)Nc1cccc(-c2cn3cccc(C)c3n2)c1,-6,-8,20,-1.6,-1.8,13*,-9,1.4,-0.6
Cn1c(N)c(N=O)c(=O)n(C)c1=O,-4,2,24,0.4,1.4,-2,-8,-3.6,-3.3
CCc1ccc(NC(=O)COn2nnc3ccc(S(=O)(=O)N(C)C)cc32)cc1,-5,4,7,4.0,6.8,-5,0,-3.1,-6.0
CCCC(=O)Nc1ccc(Cl)c(-c2nc3ncccc3o2)c1,-22,27,20,5.2,9.5,-6,-7,0.1,-1.2
CC1CCCN(S(=O)(=O)c2ccc(S(=O)(=O)N3CCCC3)cc2)C1 (stereo unspecified),-18,-7,-1,0.5,0.1,-8,1,-2.9,-2.2
CCOc1ccccc1Oc1cn[nH]c1-c1ccc(OC)cc1O,-3,-23,-12,1.7,2.3,0,-1,-1.2,-3.9
CCC(=O)Nc1ccc(S(=O)(=O)NCc2ccco2)cc1,-3,3,2,0.6,1.1,-4,-2,-4.5,-2.8
CCOC(=O)N1CCN(c2c(NCc3ccc(Cl)cc3)c(=O)c2=O)CC1,-18,-1,-13,1.1,-1.2,1,18,-4.7,-3.5
Cc1cccc(N(C(=O)c2csnn2)C(C(=O)NC2CCCCC2)c2ccccn2)c1C (stereo unspecified),-39,22,26,3.5,0.2,-8,7,0.0,0.5
CCOc1ccc(Br)cc1C(=O)N/N=C/c1ccc([N+](=O)[O-])cc1,1,7,22,0.3,-0.9,-4,-15,-3.9,-3.5
COc1ccc(C(Cl)=C(c2ccc(OC)cc2)c2ccc(OC)cc2)cc1,-12,22,-9,0.9,0.2,nt,-13,-0.4,12*
Cc1ccccc1Cn1ccc(NC(=O)c2nc3ncccn3n2)n1,-6,-5,-6,-0.8,0.9,3,-15,-3.1,-4.8
CS(=O)(=O)N1CCC(C(=O)NCCc2ccccc2)CC1,-7,8,-7,0.2,0.8,0,-7,-1.9,-3.0
OCCC1CN(Cc2ccc3c(c2)CCO3)CCN1Cc1ccc(F)cc1 (stereo unspecified),7,-8,41,1.1,0.8,2,-10,-1.6,-0.5
O=C(NCCCN1CCCCCC1)c1ccc(CS(=O)(=O)Cc2ccccc2F)o1,4,-44,-4,nt,nt,-1,-9,0.0,-4.7
O=C(NCC1CC1)c1ccc(Oc2cc(Cl)cc(Cl)c2)o1,-28,-12,45,1.9,-2.6,-5,-10,-0.9,-1.6
COc1ccc(/C=C/C(=O)Nc2sc(Cc3ccccc3)c(C)c2C(N)=O)cc1,-3,1,2,0.7,-1.5,-4,1,1.1,-4.4
Cc1ccccc1-c1coc2cc(O)ccc2c1=O,-4,10,10,2.4,2.3,-1,-3,-2.5,-2.8
CCCc1cc(=O)oc2cc(OCC(=O)NCCCn3ccnc3)ccc12,11,23,10,0.7,0.2,-7,-2,9.0*,-0.7

# The closing 2 compounds of the part above lead into the next.
SMILES,FID counter,HCV NS3 hel inh,PHOSPHO1 block,V1aR counter,OXTR ag,GalR3 antag,GPR7 antag,VIM-2 inhibitor,IMP-1 inhibitor
Cc1ccccc1-c1coc2cc(O)ccc2c1=O,-4,10,10,2.4,2.3,-1,-3,-2.5,-2.8
CCCc1cc(=O)oc2cc(OCC(=O)NCCCn3ccnc3)ccc12,11,23,10,0.7,0.2,-7,-2,9.0*,-0.7
CC(=O)OCCN(Cc1ccccc1)Cc1ccc2c(c1)OCO2,-2,-1,20,-1.2,-1.2,-9,-9,-1.4,-3.1
O=C(N/N=C/C1C(c2ccccc2)C1(Cl)Cl)c1cccc(Br)c1 (stereo unspecified),-5,-3,6,0.0,-2.4,-1,8,-2.4,0.0
Cc1cnc(C(=O)Nc2ccc(C(C)C)cc2)cn1,-4,4,25,-0.4,-1.2,-7,-4,-4.0,-4.3
O=C(O)CN(Cc1ccccc1)S(=O)(=O)c1ccc(F)cc1,-5,5,-1,0.1,0.9,-2,-9,1.0,-3.2
O=C(O)CSc1c(-c2cccs2)[nH]c2ccccc12,8,24,0,-0.5,1.1,-2,1,-5.3,0.6
COCn1c(=O)c2c(nc(SC3=NCCS3)n2Cc2ccccc2C)n(COC)c1=O,-6,-3,28,0.3,0.4,-5,-14,-1.6,-1.4
CCc1c(C)nc(SCc2cccnc2)[nH]c1=O,-2,0,-1,1.2,0.3,nt,6,1.3,-2.5
Cc1ccc(/C=N/N=C2\SCC(=O)N2CC2CC2)cc1,-9,2,-14,-0.3,-2.8,-1,-19,-2.6,-0.3
COc1cccc2cc(/C(C)=N/NC(=O)c3ccco3)oc12,-5,8,3,0.1,-1.2,-2,-2,-1.6,-2.1
CC(C)n1cc(/C=C2/SC(=O)N(CC(=O)N3CCCC3)C2=O)c2ccccc21,-6,0,39,0.0,-1.3,-3,-6,-0.6,-3.3
CCOC(=O)c1nn(-c2c(C)n(C)n(-c3ccccc3)c2=O)cc1O,-3,-3,3,0.3,0.0,1,-7,-0.3,0.1
O=C1C2CCCN2C(=O)N1CCCN1CCN(c2cccc(Br)c2)CC1 (stereo unspecified),-3,-16,19,2.8,2.6,-4,3,-0.5,0.5
COc1ccc(-c2cc(C(=O)Nc3ccc(S(=O)(=O)Nc4onc(C)c4C)cc3)c3ccccc3n2)cc1OC,-11,18,16,-0.4,-0.3,2,8,0.8,1.2
O=[N+]([O-])c1ccc([C@H](O)[C@H](CO)N=Cc2ccccc2O)cc1,-5,6,3,0.5,0.6,-4,-3,-2.7,-2.3
Cc1ccccc1Cn1c(=O)n(CCCC(=O)NCc2ccco2)c(=O)c2ccccc21,-30,-8,-7,0.9,-0.4,4,0,-1.7,-3.0
N#C/C(=C/c1ccc(C(=O)O)cc1)C(=O)NCc1ccccc1,-1,11,0,0.2,0.6,-5,-8,-1.6,-1.4
CCOc1ccc(C(=O)Nc2ccc(C(F)(F)F)n(C)c2=O)cc1,1,-2,0,-0.8,0.0,-5,-18,-1.1,-2.4
COc1cc(NC(=O)c2ccccc2)c(OC)cc1NC(=O)CSc1[nH]c(=O)cc(C)c1C#N,-17,21,18,0.7,0.5,-7,-8,6.3,-4.8
CC(C)CNC(=O)c1cc2nc3c(c(C(F)(F)F)n2n1)CCc1ccccc1-3,-6,25,7,0.0,-1.2,-3,22*,1.3,3.3
O=S(=O)(Cc1ccc(Cl)cc1)Nc1ccc2c(c1)OCO2,-7,-8,11,-0.9,-2.3,-1,0,-2.3,-6.4
CC(C)NC(=O)C1CCN(C2CCN(Cc3cn[nH]c3-c3ccccc3)CC2)CC1,-1,1,-5,1.1,0.2,2,-3,-1.1,-2.5
Cc1onc(-c2ccccc2Cl)c1C(=O)NCc1cccs1,-3,-1,22,0.1,-1.8,-2,-3,-1.5,-2.3
CCOc1ccc(N2C(=O)C3Sc4[nH]c(=O)sc4C(c4ccc(OC)c(OC)c4)C3C2=O)cc1 (stereo unspecified),-33,12,12,-1.1,-0.5,5,-14,-2.8,-1.9
COC(=O)C1=C(C)N(C)C(=O)/C1=C\c1ccco1,-1,3,26,-0.9,-1.7,-2,-7,-3.4,-2.4
Nc1nc(-c2ccc(-c3ccccc3)cc2)cs1,-1,4,-99,0.2,-0.5,-6,0,2.0,-3.0
CCOc1ccc(N(CC(=O)NC(C(C)C)C(C)C)S(=O)(=O)c2ccc(OC)c(OC)c2)cc1,-6,-2,34,-1.4,-2.7,-8,-4,-2.0,-3.2
CCCCOc1ccc(N2C(=O)CC(NCCc3ccc(S(N)(=O)=O)cc3)C2=O)cc1 (stereo unspecified),-7,-5,-7,-0.2,-1.3,-3,-4,-5.1,-1.5
N#C/C(=C\c1ccccc1)C(=O)NC1CC1,-1,3,35,0.0,0.4,-11,0,-1.2,-3.6
CC(=O)Nc1ccc(S(=O)(=O)N2CCC(c3nc4c(nnn4Cc4ccccc4Cl)c(=O)[nH]3)CC2)cc1,-20,-22,-28,-0.2,0.2,-8,7,-0.6,-1.4
CCCc1cc(=O)oc2cc(C)cc(OCC(=O)Nc3ccc(S(N)(=O)=O)cc3)c12,-8,-6,30,0.2,0.2,0,1,0.3,-0.7
CCN(C(=O)Cc1ccc(Br)cc1)C1CCCCC1,-22,1,16,-2.1,-3.1,1,1,0.5,-2.0
COc1ccc(N(C)S(=O)(=O)c2cccc(C(=O)Nc3ccc(-n4cnnn4)cc3)c2)cc1,-7,-10,18,14,14,-1,14,-1.6,-1.8

# High-throughput results from PubChem BioAssay.
